From PubChem
mcGAS lum: cyclic GMP-AMP synthase inhibitors, mouse, primary biochemical chemiluminescence. Q8C6L5. recombinant cGAS, Kinase-Glo ATP depletion luminescence. inhibition, % at 12.5 µM. hit rate 0.15% among 160,000;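 further: 0% = negative control wells and 100% = reference inhibitor with no enzyme activity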
NPYLR7 ag: agonists of mosquito NPYLR7 receptor, primary screen, cell-based, Aedes aegypti, calcium fluorescence, mosquito biting behavior | hit rate 0.15% among 270,000 | activation, % at 10 µM | HEK293T NPYLR7/Galpha15, GCaMP6s calcium fluorescence; in the data active means activation above about 40%;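 further: 0% = vehicle and 100% = reference agonist at the receptor; some compounds past the cut are filed as inactive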
hcGAS inh: Primary biochemical luminescence assay for human cyclic GMP-AMP synthase inhibitors. Q8N884. recombinant h-cGAS, ATP depletion, Kinase-Glo luminescence. inhibition, % at 12.5 µM. hit rate 0.081% among 290,000. AID 1259398, 2018;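 further: 0% = vehicle reaction and 100% = reaction without DNA for no activity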
Target sequence (Q8N884 whole entry, looked up): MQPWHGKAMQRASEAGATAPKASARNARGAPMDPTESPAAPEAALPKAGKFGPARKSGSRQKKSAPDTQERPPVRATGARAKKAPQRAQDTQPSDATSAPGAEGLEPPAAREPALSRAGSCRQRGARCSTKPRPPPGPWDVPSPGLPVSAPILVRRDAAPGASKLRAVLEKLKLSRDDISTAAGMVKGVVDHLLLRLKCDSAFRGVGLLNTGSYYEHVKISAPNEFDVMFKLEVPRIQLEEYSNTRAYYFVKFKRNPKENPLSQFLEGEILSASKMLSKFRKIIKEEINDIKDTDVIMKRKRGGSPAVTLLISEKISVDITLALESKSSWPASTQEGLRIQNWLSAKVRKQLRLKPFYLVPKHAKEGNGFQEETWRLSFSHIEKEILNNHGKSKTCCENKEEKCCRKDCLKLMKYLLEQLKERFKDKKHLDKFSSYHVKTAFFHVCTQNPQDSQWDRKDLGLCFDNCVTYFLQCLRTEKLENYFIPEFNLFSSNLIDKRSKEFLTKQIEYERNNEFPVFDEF
An asterisk follows results filed as active; nt = no result given. Unless noted, no stated cut-off is given here; in the data, active means inhibition above about 40%; inactive means the rest.

SMILES	mcGAS lum	NPYLR7 ag	hcGAS inh
O=C1CCC2(CCN1)CCN(C(=O)Cc1ccc(O)c(Cl)c1)CC2	nt	13	-6
O=C(NC(c1ccccc1)c1cnccn1)C1CCN(CCCOc2ccccc2)CC1 (stereo not drawn)	nt	2	-5
O=C1CCc2cc(OCC(=O)NC3(c4cccc(Br)c4)CCC3)ccc2N1	-11	0	-6
Cc1ccc(Cc2nsc(N3CCC(CNC(=O)Nc4ccc(C)c(C)c4)CC3)n2)cc1	-4	19	-6
O=C(NCCCn1nnc2ccccc21)c1cccc2ccnn12	nt	-2	-2
CCc1ccccc1-n1c(=O)[nH]c2sc3c(c2c1=O)CCN(C(=O)C1CCCO1)C3 (stereo not drawn)	-5	5	-8
O=C(Cn1ncc(N2CCCC2)cc1=O)OCc1ccccc1	nt	0	-6
CCN1C(=O)C(=C2SC(=S)N(C3CCS(=O)(=O)C3)C2=O)c2ccccc21 (stereo not drawn)	nt	6	-8
CC(NC1CCCC1)c1nc(-c2ccncc2)no1 (stereo not drawn)	-11	1	-2
CN(Cc1ccccc1)C(=O)C1Cc2ccccc2N2CCN(c3ncccn3)CC12 (stereo not drawn)	-5	nt	-5
CCOc1ccc(NC(=O)NCC2COC(C)(C)O2)cc1F (stereo not drawn)	nt	-2	-9
Cc1ccc(S(=O)(=O)N2CCCN(C(=O)c3ccc4c(c3)NC(=O)C3CCCN43)CC2)cc1 (stereo not drawn)	-12	-3	-2
COc1cn(CC(=O)NCc2ccccc2)c(CN2CCOCC2)cc1=O	-6	1	-3
CCOC(=O)CNC(=O)COc1coc(CN2CCN(c3ccc(F)cc3)CC2)cc1=O	-8	-1	-6
O=C(NCCn1cccn1)C1(N2CCCCC2)Cc2ccccc2C1	nt	1	-12
COc1ccc(-c2cccc(-n3cncc3C(=O)NCCc3cnc[nH]3)c2)cc1OC	1	4	2
C=CCn1c(=NC(=O)c2ccc(F)cc2)sc2cc(S(C)(=O)=O)ccc21	nt	1	-18
CCCCCNC(=O)c1cc(-c2cccn2C)nn1-c1ccc(Cl)c(Cl)c1	-5	2	-7
O=C(CSc1ccc2nnc(CCNC(=O)c3ccccc3)n2n1)NCc1ccco1	-6	7	-3
COCc1ncc(CN2CC[C@@H](c3ccc(F)cc3)[C@H](O)C2)cn1	nt	-1	-2
O=C(NCc1ccco1)c1cccc(Nc2c(Oc3ccccc3)cnn(-c3ccccc3Cl)c2=O)c1	-4	4	-4
O=C(COc1ccccc1)Nc1ccc(C2SCC(=O)N2c2cccc(F)c2)cc1 (stereo not drawn)	-2	1	-2
Cc1ccccc1CN1C(=O)C(C)Oc2ccc(F)cc21 (stereo not drawn)	nt	-10	15
O=C(NCCOc1ccccc1F)N1CCN(S(=O)(=O)c2cccc([N+](=O)[O-])c2)CC1	nt	0	-2
O=[N+]([O-])c1cncc([N+](=O)[O-])c1Nc1ccccc1Cl	3	-2	5
SMILES	mcGAS lum	NPYLR7 ag	hcGAS inh
COc1ccccc1OCc1nnc(-c2ccccc2Cl)o1	nt	-1	10
COCCNC(=O)c1coc(CN(Cc2cccc(C(F)(F)F)c2)Cc2ccc(F)cc2F)n1	-3	12	3
CC1CCCCN1CCCNC(=O)C(C1CCCC1)N1CCN(C(=O)c2ccc(F)cc2F)CC1 (stereo not drawn)	1	-17	-1
COc1cc(NC(=O)C2CC(=O)N(c3cccc(SC)c3)C2)ccc1N1CCCC1=O (stereo not drawn)	nt	4	-4
O=c1[nH]c2ccccc2c(=O)n1Cc1cccnc1Oc1cccc(F)c1	nt	7	-10
CCCCCCCC(=O)N(CCCOCC)CC(=O)c1c(C)c(C(=O)OCC)n(CC)c1C	-3	-8	-1
CCN(C(=O)c1cccc(C#N)c1)c1cccc2ccccc12	3	-1	11
CCc1nc2ccc(C(=O)NCCCN3CCCC3=O)cn2c1N(C=O)CC	-1	-6	-2
CCOC(=O)C1CCCN(C(=O)CN2CC3=C(C2=O)C(c2cccc(OC)c2OC)NC(=O)N3C)C1 (stereo not drawn)	-4	1	-4
COc1cccc(-n2cc(CN(C)Cc3nc4ccccc4[nH]3)cn2)c1	nt	4	-3
O=C(Nc1nn(Cc2ccc(COc3ccc4ccccc4c3)cc2)c2ccccc12)c1ccco1	-5	18	-7
CCCC(C)C1c2ccc(N)cc2OC(=N)C1C#N (stereo not drawn)	nt	9	-5
O=C(c1cc(-c2ccc(F)cc2)nc2cc(-c3ccccc3)nn12)N1CCN(Cc2ccc3c(c2)OCO3)CC1	-9	14	-7
Cc1cc(C)cc(-n2nnc(C(=O)N(C)C3CCS(=O)(=O)C3)c2C)c1 (stereo not drawn)	-8	6	-11
CCCCCCCCCCCC(=O)N1CCN(C(=O)c2cc(-c3cccc(OC)c3)n(-c3ccccc3F)c2C)CC1	-6	26	-2
CCN(C(=O)c1ccc(C)cc1O)C1CC1	nt	-11	10
O=C(CCSc1ccc(F)cc1)NNS(=O)(=O)c1cccc(F)c1	nt	6	-5
O=C(NCc1ccccc1)c1sccc1Br	nt	5	-4
NC1(C(=O)O)CCN(Cc2cnc(C3CCCCC3)nc2)C1 (stereo not drawn)	-12	nt	-8
Cc1ccc2nc(C)c(NC(=O)COc3ccc(Cl)cc3)c(=O)n2c1	nt	3	-15
Cc1ccccc1S(=O)(=O)NC(=O)Cn1nnc(COc2ccc3ccccc3c2)c1C	nt	1	4
CC(C)Cc1nc(N2CCCN(C(=O)c3ccc(C(F)(F)F)cc3)CC2)c2c(-c3ccc4ccccc4c3)noc2n1	-2	2	2
CCN=c1scc(-c2ccc(Br)cc2)n1N=Cc1ccc2c(c1)OCO2	nt	-2	-4
Cc1nc(C2CCNCC2)cc(N2CCc3c([nH]c4ccccc34)C2)n1	-11	6	-8
O=C(NCCc1cccc(F)c1)c1ccc(N2CCCC2=O)cc1	nt	-12	-2

Two of the compounds above, with values under each structure.
Results follow in this order: mcGAS lum | NPYLR7 ag | hcGAS inh
- COCc1ncc(CN2CC[C@@H](c3ccc(F)cc3)[C@H](O)C2)cn1
  nt | -1 | -2
- O=C(NCc1ccco1)c1cccc(Nc2c(Oc3ccccc3)cnn(-c3ccccc3Cl)c2=O)c1
  -4 | 4 | -4

New compounds follow:
SMILES	mcGAS lum	NPYLR7 ag	hcGAS inh
Cc1cc(C(=O)N2CCN(C(c3ccccc3)c3ccccc3)CC2)n(C)n1	-5	3	0
COc1ccc(-c2nc(-c3c(F)cccc3F)no2)c(OC)c1	2	4	1
CC1=NN(CCCc2ccccc2)c2nc3c(c(=O)n(C)c(=O)n3C)n2C1	nt	-12	3
CN(C1CCCC1)S(=O)(=O)c1cc(Cl)ccc1C#N	nt	8	-12
CN(Cc1nc2c(s1)CCCC2)C(=O)Cc1ccccc1O	nt	-4	-8
O=[N+]([O-])c1ccc(C2CN=C(NC3CCCCC3)S2)cc1 (stereo not drawn)	-4	-3	-5
COCCN1CCCC[C@]2(C[C@H](C(=O)O)[C@H](c3ccccc3)N2C(=O)N2CCOCC2)C1=O	-9	2	-6
CC(C)(C)c1nc(COc2ccccc2C#N)cs1	nt	-2	4
c1ccc(Cc2nc(N3CCCN(Cc4ccccn4)CC3)c3cnn(-c4ccccc4)c3n2)cc1	-5	9	-2
CCCCN(CC(=O)N1c2ccccc2-n2cccc2C1c1cccc(C)c1)C(=O)Nc1ccc(OC)cc1 (stereo not drawn)	-4	10	-6
CC1(Cc2ccc(Cl)c(Cl)c2)C(=O)Nc2ccc(-c3cccc(C(F)(F)F)c3)cc21 (stereo not drawn)	0	0	2
CC(C(=O)NCc1ccco1)n1c(=O)n(-c2ccccc2F)c(=O)c2ccccc21 (stereo not drawn)	-7	12	-9
O=C(NCCN1CCN(C(=O)c2cccc(F)c2)CC1)C(=O)Nc1ccc(Br)cc1	-9	-3	-2
O=S(=O)(c1cccc(-c2n[nH]c(=S)o2)c1)N1CCOCC1	-5	6	-2
O=C(CCC1(Cc2ccc(F)cc2)CCC(=O)N1)NC(c1ccccn1)C(F)(F)F (stereo not drawn)	nt	2	-4
Cc1nn(-c2ccccc2Cl)c(C(C)C)c1C(=O)N1CCOCC1	1	-12	2
O=C(NCCc1ccccn1)c1cccc(Nc2c(Oc3cccc(Cl)c3)cnn(-c3ccccc3)c2=O)c1	-4	2	-1
Cc1ccc(-c2onc3c2CCCC3)cc1NC(=O)c1cc(F)c(Cl)nc1Cl	-4	24	-4
Nc1nc(Cl)cc(N2CCc3[nH]nc(C(F)(F)F)c3C2)n1	-15	-3	-11
O=C(c1ccc(=O)[nH]c1)N1CCOC(Cc2cccc3ccccc23)C1 (stereo not drawn)	nt	4	-5
COc1ccc(CCC(=O)Nc2cc(C)on2)cc1Br	nt	-1	-8
COc1cn(CC(=O)NCc2ccc(C)cc2)c(CSc2nc(C)cs2)cc1=O	-9	-6	-11
COCc1nc2cc(-c3ccccc3CO)ccc2o1	nt	-1	-3
Fc1ccc(SCc2csc(-c3ccc(C(F)(F)F)cc3)n2)cc1F	-3	5	-1
C#CCN(CC#CC)CC(O)COc1ccc(F)cc1 (stereo not drawn)	nt	7	-6
SMILES	mcGAS lum	NPYLR7 ag	hcGAS inh
CC/C=C(\C)C(=O)N1CCC(n2c(-c3ccccc3)nc3ccc(F)cc32)CC1	2	-6	4
CCn1ccnc1CN1CCC(CNC(=O)c2ncccc2C)C1 (stereo not drawn)	-14	11	-8
FC(F)Oc1ccc(-c2cn(-c3ccccc3)c3[n+]2CCCS3)cc1	nt	3	-8
Cn1c(=O)c2c(nc(N3CCN(Cc4ccccc4)CC3)n2CCCc2ccccc2)n(C)c1=O	nt	9	-3
CCn1nc(C)c(Cn2ccnc2-c2ccc(C3CCCCO3)o2)c1C (stereo not drawn)	-16	4	-8
COc1ccc2cc([N+](=O)[O-])cnc2c1	-4	3	3
Cc1cc(Cl)cc2c3c([nH]c12)CCC(NC(=O)C(C)C)C3 (stereo not drawn)	-4	26	-2
CCCN(Cc1cc(NC(=O)NCC)ccc1N(C)C)C(=O)C1CC1	-9	-2	-8
CCc1ccc(-c2nccn2CCCN2CCCC(O)C2)nc1 (stereo not drawn)	-11	nt	-3
CCCCCCC(=O)N(CCC)CC(=O)Nc1cc(C(C)(C)C)nn1-c1ccc(Cl)cc1	-6	-2	-3
CC1(C(=O)NCc2ccc3c(c2)OCO3)CCN1C(=O)C1(c2ccccc2)CCCC1 (stereo not drawn)	-5	8	-11
Cc1ccc(C2(O)CCN(Cc3ccc4onc(C)c4c3)CC2)nc1	nt	11	-4
CC1CCN(c2ccc3nnc(CCC(=O)NC4CCCCC4)n3n2)CC1	-5	nt	-7
CC(CSc1ccc(F)cc1)C(=O)NCC1(N2CCOCC2)CCSC1 (stereo not drawn)	nt	4	-10
Cc1cccc(-n2c(SCc3ccc(C(=O)NCc4ccco4)cc3)nnc2-c2cccnc2)c1	-5	nt	2
COCCNC(=O)C(NC(=O)c1ccccc1F)C1CCN(C(=O)c2ccc(Cl)cc2)CC1 (stereo not drawn)	-6	7	-4
C[Si](C)(C)C#CCc1c[nH]c(=O)[nH]c1=O	nt	-2	7
COc1ccc(-n2nnc3c(N4CCN(C(=O)CCC5CCCCC5)CC4)ncnc32)cc1	-8	-5	-7
CCN1C(=O)N(CCCc2cccnc2)C(=O)C12CCN(Cc1cccc(-c3ccccc3C)c1)CC2	-14	6	-2
Cc1nn(C)c(C)c1CN(C)C(=S)Nc1cccc2ccccc12	-2	-2	-1
Cc1c(C)n2c3c(=O)n(C)c(=O)n(C)c3nc2n1CCc1ccccc1	nt	5	-5
NNC(=O)Cc1nc(-c2cccnc2)n[nH]1	-3	-1	2
COc1ccc(C(=O)c2c(N)c(C(=O)Nc3ccccc3C(F)(F)F)c3ccccn23)cc1	-7	-2	-5
COc1ccccc1-c1cnn2c(C)c(C(=O)NCCc3ccc(F)cc3)cnc12	-6	15	-2
CCOC(OCC)P(=O)(C(C)C)C(C)C	nt	-13	-4
SMILES	mcGAS lum	NPYLR7 ag	hcGAS inh
CCN1CCN(C(=O)c2ccccc2N2CCC(NC(=O)c3cccc(OC)c3)CC2)CC1	nt	3	-4
C=CCc1cccc2cc(C(=O)Nc3ccc(C)cc3[N+](=O)[O-])c(=O)oc12	nt	0	-2
NC(=O)c1nc(-c2cccc(O)c2)nc2c1[nH]c(=O)n2-c1ccc(Cl)c(Cl)c1	nt	2	-10
CC1CN(S(=O)(=O)c2ccc(OC(F)F)c(Cl)c2)CC(c2ccccc2)O1 (stereo not drawn)	nt	7	-8
Cc1nnn(C23CC4CC(CC(C(=O)NC5CCCCCC5)(C4)C2)C3)n1	-5	nt	-11
N#Cc1c(NC(=O)c2cccc(S(=O)(=O)N3CCCCC3)c2)sc2c1CCCC2	-5	0	-4

Sorted by heavy-atom count (ascending): ten of the compounds above
SMILES	mcGAS lum	NPYLR7 ag	hcGAS inh
CCOC(OCC)P(=O)(C(C)C)C(C)C	nt	-13	-4
NNC(=O)Cc1nc(-c2cccnc2)n[nH]1	-3	-1	2
Cc1nn(C)c(C)c1CN(C)C(=S)Nc1cccc2ccccc12	-2	-2	-1
Cc1nnn(C23CC4CC(CC(C(=O)NC5CCCCCC5)(C4)C2)C3)n1	-5	nt	-11
C=CCc1cccc2cc(C(=O)Nc3ccc(C)cc3[N+](=O)[O-])c(=O)oc12	nt	0	-2
NC(=O)c1nc(-c2cccc(O)c2)nc2c1[nH]c(=O)n2-c1ccc(Cl)c(Cl)c1	nt	2	-10
N#Cc1c(NC(=O)c2cccc(S(=O)(=O)N3CCCCC3)c2)sc2c1CCCC2	-5	0	-4
COc1ccccc1-c1cnn2c(C)c(C(=O)NCCc3ccc(F)cc3)cnc12	-6	15	-2
COc1ccc(C(=O)c2c(N)c(C(=O)Nc3ccccc3C(F)(F)F)c3ccccn23)cc1	-7	-2	-5
CCN1C(=O)N(CCCc2cccnc2)C(=O)C12CCN(Cc1cccc(-c3ccccc3C)c1)CC2	-14	6	-2

Rows were taken by chance; any-hit rate near 0.29%.
